TCR CD3 inh – inhibitors of human TCR-CD3 interaction | TAMRA-labeled TCR probe fluorescence, biochemical | inhibition, % at 9.4 µM | 0.37% of 360,000 active; in the data active = inhibition above about 19%;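 also: recombinant mutant TCR 2C K166C tagged with TAMRA read by polarization; 0% = receptor in buffer alone and 100% = receptor with positive control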
MBD2 DNA inh – blocks human MBD2 binding to methylated DNA | Q9UBB5 | TR-FRET, MBD2 binding to methylated oligonucleotide | inhibition, % at 4.4 µM | 0.31% of 370,000 active; in the data active = inhibition above about 13%
TDP2 inh – TDP2 (human) inhibition, absorbance primary screen; O95551; recombinant TDP2, T5PNP hydrolysis, p-nitrophenol absorbance 415 nm; inhibition, % at 12.8 µM; 0.34% of 370,000 active; AID 720702;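 active = inhibition above the mean of all tested compounds plus 3 SD, set per campaign, cut at about 25% in these data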;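 also: 0% = DMSO with enzyme and 100% = buffer with substrate but no TDP2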
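System – recombinant human TDP2 · Amount – 120 nM TDP2 per well · Buffer or medium – Mg2+-containing Tris-HCl buffer, pH 7.5 · Reagent – T5PNP substrate, 5 mM · Dosing – 12.8 µM single point, 1% DMSO · Incubation – 2 h at 37 °C · Measured by – epi absorbance · Read-out basis – percent inhibition · Benchmarks – high control without enzyme, low control DMSO plus TDP2 · Repeats – singlicate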
NPR2 activator – GC-B (human) receptor activation. HEK293-GC-B cells, CNP EC30, cGMP TR-FRET; 0% at EC30 CNP, 100% saturating CNP. activation, % at 10 µM. 0.11% of 370,000 active;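 active = activation at 10 µM reaching about 35% in either raw or pattern-adjusted values, limit read from the data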
mABHD4 FP – inhibits mouse alpha/beta hydrolase domain 4. Q8VD66. purified mABHD4, FP-Rh probe fluorescence polarization. inhibition, % at 8.92 µM. 0.54% of 370,000 active. AID 720543;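 active = inhibition exceeding the mean over every tested compound plus 3 SD, cut at about 30% in these data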;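 also: 0% = plate median of compound wells and 100% = S159A mutant with DMSO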
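Test system: mABHD4 protein | Buffer or medium: HEPES pH 7.0 buffer, 150 mM NaCl, 0.01% Pluronic F-127 | Probe or stimulus: FP-Rh fluorescent activity-based probe, added after compound pre-incubation | Timing: Pre-incubation 45 min, probe exposure 60 min, at 25 °C | Technique: Fluorescence polarization, excitation 525 nm, emission 598 nm, BODIPY TMR filters | Repeats: Single well per compound (singlicate)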
HTRA1 inhibitor – HTRA1 (human) protease inhibition. Q92743. recombinant HTRA1, FP-rhodamine activity-based probe, fluorescence polarization. inhibition, % at 5.96 µM. 0.5% of 340,000 active. AID 504803; in the data active = inhibition above about 36%;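 also: 0% = enzyme with DMSO and 100% = wells lacking enzyme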
Target sequence (Q92743 whole entry, looked up): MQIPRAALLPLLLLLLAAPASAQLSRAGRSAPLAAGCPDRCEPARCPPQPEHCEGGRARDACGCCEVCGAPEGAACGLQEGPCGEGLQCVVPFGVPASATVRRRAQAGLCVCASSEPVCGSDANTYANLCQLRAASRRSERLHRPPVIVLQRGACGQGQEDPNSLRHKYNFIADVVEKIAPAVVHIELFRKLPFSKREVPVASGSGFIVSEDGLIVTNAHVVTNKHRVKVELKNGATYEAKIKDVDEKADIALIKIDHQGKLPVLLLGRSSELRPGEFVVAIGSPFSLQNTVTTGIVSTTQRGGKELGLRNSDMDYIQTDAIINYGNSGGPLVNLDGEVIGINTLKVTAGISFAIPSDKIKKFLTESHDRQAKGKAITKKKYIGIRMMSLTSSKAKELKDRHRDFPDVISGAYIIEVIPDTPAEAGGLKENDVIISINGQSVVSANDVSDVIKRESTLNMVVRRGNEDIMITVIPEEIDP
LEDGF integ inh – blocks HIV-1 LEDGF/p75-dependent DNA integration; 0.64% of 370,000 active; AID 743269; TR-FRET IN-LEDGF/p75 DNA integration, Eu/Cy5; inhibition, % at 3.7 µM;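 active = inhibition above the screen-wide mean plus 3 SD, cut at about 13% in these data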;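 also: signal is the Cy5 over europium emission ratio at 671 and 618 nm; 0% = plate median of compound wells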
PRMT1 FP inh – inhibitors of human PRMT1 | AID 652257 | inhibition, % at 2.79 µM | recombinant PRMT1, activity-based probe fluorescence polarization | 1.3% of 370,000 active | Q99873;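 active = inhibition above about 21% made by adding two undisclosed values, limit read from the data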
rCAG binder – molecules binding r(CAG) RNA repeats; 1.3% of 370,000 active; r(CAG) RNA repeat, TO-PRO-1 dye displacement fluorescence; AID 651821; inhibition, % at 3 µM;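 active = inhibition above the plate cutoff, the mean of all test compounds on that plate plus 3 SD, cut at about 35% in these data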;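 also: 0% = DMSO alone and 100% = 100 µM mitoxantrone as full dye displacement; higher means more dye released from RNA so lower well fluorescence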
SIAE primary – blocks human sialic acid acetylesterase; Q9HAT2; SIAE FP-Rh probe binding, fluorescence polarization; inhibition, % at 9.66 µM; 0.69% of 370,000 active;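 active = inhibition above a cutoff: mean of compounds within the control limits plus 3 SD of those, cut at about 17% in these data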;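 also: 0% = plate median of compound wells and 100% = probe without SIAE protein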
Target sequence (Q9HAT2 whole entry, looked up): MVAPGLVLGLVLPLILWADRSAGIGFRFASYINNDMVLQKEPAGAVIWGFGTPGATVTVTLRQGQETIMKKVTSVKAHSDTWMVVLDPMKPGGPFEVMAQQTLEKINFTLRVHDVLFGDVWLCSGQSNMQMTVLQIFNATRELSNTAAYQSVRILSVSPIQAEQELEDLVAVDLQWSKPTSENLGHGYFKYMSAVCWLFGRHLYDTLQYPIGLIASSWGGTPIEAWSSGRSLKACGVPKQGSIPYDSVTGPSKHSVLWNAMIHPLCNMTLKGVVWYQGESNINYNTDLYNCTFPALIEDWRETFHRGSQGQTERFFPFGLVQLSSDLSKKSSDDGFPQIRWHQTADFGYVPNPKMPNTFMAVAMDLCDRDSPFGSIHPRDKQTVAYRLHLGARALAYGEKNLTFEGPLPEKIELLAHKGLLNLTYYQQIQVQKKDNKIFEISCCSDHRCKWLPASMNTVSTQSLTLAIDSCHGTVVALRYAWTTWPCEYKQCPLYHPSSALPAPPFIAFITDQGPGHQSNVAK
Active calls of the source: *; / = no result given.

molecule,TCR CD3 inh,MBD2 DNA inh,TDP2 inh,NPR2 activator,mABHD4 FP,HTRA1 inhibitor,LEDGF integ inh,PRMT1 FP inh,rCAG binder,SIAE primary
C/C(N)=C(/C#N)C(=O)CSc1nn(-c2ccc(Cl)cc2)c(=S)s1,8.7,1.6,-4.3,-8.2,-34.9,-32.2,-2.3,2.1,11.8,-7.5
Cc1cccc(OCC(=O)OCC(=O)N2CCCc3ccccc32)c1C,-6.2,-0.8,-4.7,-0.5,-3.3,-7.2,3.3,-1.4,-1.3,-0.5
Cc1ccc(-c2nc(N=Nc3ccc(O)cc3)n[nH]2)cc1,1.2,-2.1,-11.3,5.8,7.1,7.4,-4.6,0.1,4.5,0.4
CCN(CC)S(=O)(=O)c1ccc(C)c(NC(=O)CN2C(=O)NC3(CCCC3)C2=O)c1,0.6,2.5,0.4,-0.4,0.9,1.5,-1.5,-1.5,-0.6,0.8
CC(C)N(c1ccccc1)c1ccc(NC(=S)NCCN(C)C)cc1,2.0,1.0,2.5,-0.8,14.2,5.8,-0.8,7.9,-4.5,1.2
COc1cc(CCC(=O)N2CCN(c3ccc([N+](=O)[O-])cc3)CC2)cc(OC)c1OC,5.1,-8.7,4.8,3.7,2.3,5.5,2.9,2.6,-2.9,-4.9
COc1ccccc1N1CCN(C(=O)C2CCCO2)CC1 (stereo unspecified),-2.2,-1.1,-11.1,-2.5,5.3,1.2,-3.8,3.5,-0.7,3.9
O=[N+]([O-])c1ccc(C(O)CN2CCN(Cc3ccccc3)CC2)cc1 (stereo unspecified),7.3,0.1,-3.0,4.4,1.7,-2.1,-1.8,-3.8,-3.8,8.7
Cn1ccc2c(/C=C/c3ccc(F)cc3)cc3c(c21)C1CCC3C1 (stereo unspecified),-1.1,2.6,0.1,1.3,45.1*,/,3.3,2.8,10.1,5.6
Nc1ncnc2c1ncn2[C@@H]1O[C@H](C(=O)Nc2ccc(Oc3ccccc3)nc2)[C@@H](O)[C@H]1O,0.7,-7.7,-6.1,0.6,4.2,/,6.2,-1.9,0.4,1.6
Cc1cc(NC(=O)CCC(=O)N(CCc2ccccc2)C(C(=O)NC2CCCC2)c2ccco2)no1 (stereo unspecified),-2.6,2.1,8.9,-4.0,1.5,-5.5,0.1,-1.5,-2.7,-3.6
CCO/N=C(\C)c1c(O)c2ccccc2n(C)c1=O,-5.3,0.8,3.2,2.0,4.1,-2.0,-5.2,1.9,-2.1,-5.2
Cn1nnnc1CCOCCc1nnnn1C,4.6,6.0,-9.9,-2.9,1.7,4.7,-0.2,1.3,-2.7,0.4
COc1ccc(C)cc1-n1nnnc1SCc1csc(C)n1,5.6,-5.2,7.5,1.7,1.4,-0.8,-0.9,-0.5,-2.6,3.2
CN(C(=O)c1cnc(N2CCN(c3ncccn3)CC2)c2ccccc12)c1ccc(Cl)cc1,4.0,0.3,0.9,-4.3,-9.1,0.0,-0.2,-1.3,-5.0,2.4
Oc1cccc2cc(Nc3ccccc3)cnc12,-5.3,2.4,0.7,-4.6,28.5,/,-12.6,6.5,5.4,14.3
CN(C)c1ccc(/C=C(/C(=O)c2ccc(Cl)cc2Cl)n2cncn2)cc1,1.3,-11.0,3.7,6.0,-4.5,1.2,-2.4,-15.1,-14.7,3.1
CCCCC12CN3CC(C)(CN(C1)C31C(=O)N(C)c3ccc(C)cc31)C2=O (stereo unspecified),5.5,-11.5,-5.5,1.0,-1.6,7.9,-2.1,-2.5,-4.3,6.3
CC(NC(=O)COc1ccccc1)C1COc2ccccc2O1 (stereo unspecified),0.7,-1.6,0.3,-7.2,-0.3,8.4,-1.9,-1.3,-1.9,12.1
C=CCn1c(SCn2nnc3ccccc3c2=O)nnc1C1CCCCC1,-11.1,9.1,1.4,-0.1,-4.6,3.7,0.7,2.4,-5.0,-3.6
Cc1ccc2c(c1)N(CCC(=O)NCc1ccccn1)C(=O)CO2,-3.5,1.0,9.6,-3.2,0.8,-2.9,-0.7,-1.5,-3.5,-6.2
Cc1ccc(S(=O)(=O)N2CCOCC2)cc1C(=O)NCc1cccs1,3.2,-3.4,9.8,2.2,0.7,4.1,0.9,2.0,-1.0,-0.2
CS(=O)(=O)N(C(=O)NC(=O)NC12CC3CC(CC(C3)C1)C2)C1CCCCC1,5.9,-5.4,13.8,-2.3,2.3,5.6,1.2,0.9,0.0,-0.2
Cc1ccc(-n2c(SCCN)nnc2-c2cccc(C)c2)cc1,-5.0,1.5,3.1,-23.3,0.3,5.9,5.0,-0.1,8.9,5.3
COc1cccc(N2CCN(C(=O)c3ccc(CSc4nc5ccncc5[nH]4)cc3)CC2)c1,7.1,6.3,7.5,-0.4,7.5,1.1,4.0,-10.5,1.2,-1.3
Cc1cccc(CCNC(=O)C2CCC(=O)N2Cc2ccc(F)cc2)c1 (stereo unspecified),-4.9,3.9,0.9,4.9,5.7,4.0,1.0,3.6,-10.3,-0.5
O=C(NNS(=O)(=O)c1ccccc1)c1ccc(O)cc1,-3.3,3.6,6.6,9.2,6.2,0.7,-1.9,0.6,-0.8,-3.2
COc1cccc(NC(=O)c2sc3nc4n(c(=O)c3c2C)CCC4)c1,3.3,2.0,-8.4,-2.8,-13.4,-11.7,3.5,-4.4,5.1,-10.1
CCOC(=O)C1=C[C@@H](C(C)(C)C)N(S(=O)(=O)c2ccc(C)cc2)[C@H]1c1ccc(C)cc1,0.2,1.1,-9.7,-13.0,-3.0,/,-1.6,2.1,2.2,-11.4
COc1ccc(-c2nn3c(-c4ccccc4)nnc3s2)cc1,10.7,-9.7,4.4,-3.9,-9.2,-19.9,2.6,-1.4,3.4,-0.9
COc1ccc2c(CC(=O)Nc3ccccc3OC)coc2c1,-2.2,4.0,7.8,0.9,15.1,1.1,-1.8,-0.2,0.0,-0.7
COc1ccccc1CN1CC(C(=O)NCc2cc(C(C)C)no2)CCC1=O (stereo unspecified),4.6,-3.3,12.8,0.4,2.5,2.4,1.2,-3.7,-6.7,-4.2
COc1ccc(S(=O)(=O)NCC(=O)O)cc1C(=O)NC1CCCCC1,5.3,-0.5,4.2,-2.9,3.1,3.2,0.6,0.3,-0.3,-0.8
CS(=O)(=O)Cc1ccc(C(=O)Nc2cccc(-c3nc4ccccc4[nH]3)c2)cc1,-10.2,-5.0,-5.7,3.1,-51.0,-50.7,0.2,-5.3,9.2,-53.9
CCN(CC)C(=S)NCCc1ccccc1,6.2,7.6,-0.2,1.8,7.5,-3.0,-2.2,1.4,-1.1,4.3
Cc1ccc(CNC(=O)C2c3ccccc3C(=O)N(C)C2c2c[nH]c3ccccc23)o1 (stereo unspecified),2.4,-2.2,-3.8,3.1,-1.8,/,-1.2,4.8,-4.9,1.7
Cc1cccc(NC(=O)N2CCc3ccccc3C2)c1C,8.3,-3.8,15.8,-3.6,-3.1,2.0,0.9,-3.2,-2.0,10.2
Cc1cc(OC(C)C(=O)NCCCn2ccnc2)c2c(C)c(C)c(=O)oc2c1 (stereo unspecified),-0.8,1.1,-1.8,4.2,3.8,5.6,-3.5,2.0,-9.2,-3.4
CCn1cc(C(=O)OCC(=O)N(C)Cc2ccccc2)c(=O)c2ccc(C)nc21,5.9,2.3,2.9,6.1,2.6,1.4,1.0,-1.9,-9.2,-2.3
COCCNC(=S)N/N=C(\C)c1ccc(Cl)c(Cl)c1,-2.9,0.8,-4.9,-1.3,-3.9,-10.7,-0.4,0.8,-4.5,5.7
CC1(C)C(=O)NCCN1C(=O)CSc1nccc(-c2ccc(Br)cc2)n1,4.5,7.0,-0.6,-2.9,-5.4,-2.9,1.6,-2.8,3.2,1.1
O=C(Nc1nnc(-c2ccco2)o1)C1CC1,1.3,-0.2,2.3,1.2,-2.7,4.8,-5.5,6.1,-0.8,-1.2
CCOC(=O)N/N=C/c1ccc(OCCSc2ccc(Cl)cc2)c(OC)c1,3.4,-0.3,9.3,1.4,-4.6,-18.5,-1.6,0.4,19.6,1.7
CN(CC(=O)Nc1ccccc1Br)CC(=O)NC(c1ccccc1)c1ccccc1,8.0,-2.6,-5.8,-10.6,-4.0,-25.1,2.8,0.6,-3.5,-8.1
CCCCCCCCC(NC(=O)c1ccc(C#N)cc1)C(=O)NCCC (stereo unspecified),1.0,-1.9,-8.2,0.9,-1.8,-0.3,0.8,0.6,-0.1,-2.1
Cc1cccc(-c2noc(CCC(=O)NCc3ccccc3)n2)c1,2.3,-7.2,1.8,1.9,2.3,-8.9,0.2,-1.7,-1.0,1.9
Cc1ccc(C(=O)Nc2nc(-c3ccccc3)c(-c3ccccc3)o2)cc1,-2.2,-3.8,5.8,-2.6,-11.0,-37.4,20.6*,1.8,5.0,-19.7
CC(C)(C)OC(=O)C[C@@H]1C/C=C\C[C@H](CC(=O)N(CCO)Cc2ccccc2)C(=O)N[C@@H](c2ccccc2)COC1=O,1.9,1.4,-9.1,1.2,-2.1,-6.0,-2.4,-3.9,-9.2,4.5
COc1ccc2[nH]c(C(=O)N3CCC(n4nccc4NC(=O)C4CC4)CC3)c(C)c2c1,-5.6,-5.1,2.8,-4.6,1.6,-0.4,-4.6,1.6,-2.8,9.3
CCCNC(=O)CCc1cc(C(C)(C)C)c(O)c(C(C)(C)C)c1,0.0,3.7,4.3,4.5,-1.6,-5.9,-0.7,-0.6,-5.7,2.9

Remaining list, next part:
molecule,TCR CD3 inh,MBD2 DNA inh,TDP2 inh,NPR2 activator,mABHD4 FP,HTRA1 inhibitor,LEDGF integ inh,PRMT1 FP inh,rCAG binder,SIAE primary
COc1ccccc1/C=N/NC(=O)c1cc2c(OC)c(OC)ccc2[nH]1,-1.9,3.3,-6.7,-3.9,4.9,-1.1,4.1,-1.4,19.7,10.0
Cc1cc2nnc(SCC(=O)Nc3ccc(Cl)cc3)n2c(N)n1,7.5,-10.4,-3.7,-1.3,-1.6,0.3,-3.0,-0.9,1.9,-5.3
COC(=O)c1[nH]c2cc(OC)ccc2c1N=CN(C)C,1.6,-5.0,-0.8,0.0,1.4,-6.0,0.6,-1.4,-0.4,6.8
Cc1ccc(CS(=O)(=O)CCC(=O)NCCc2ccccc2)cc1,-8.1,-0.7,-1.4,4.8,2.0,7.7,1.7,2.1,-5.2,-5.1
CN1C(=O)c2cc(NC(=O)C3CCOCC3)ccc2OC[C@@H]2O[C@@H](CC(=O)NCc3ccccc3F)CC[C@@H]21,/,-1.6,5.7,3.0,4.1,/,1.7,-3.1,0.3,1.4
O=C1c2ccccc2C(c2nnnn2Cc2ccccc2)N1C1CC1 (stereo unspecified),8.0,-5.8,0.0,1.6,-1.0,/,-0.6,-0.2,-1.0,4.2
COC(=O)Nc1nncs1,2.5,-1.6,2.1,-8.0,2.3,12.3,-1.3,7.9,0.5,-8.7

Source: PubChem (several laboratories)

An excerpt (hit frequency here may not be typical).
